mcGAS MS inh: inhibitors of mouse cGAS; inhibition, % at 12.5 µM; 130,000 compounds, 0.18% hits; recombinant mouse cGAS, cGAMP by RapidFire MS; Q8C6L5;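 active means inhibition of cGAS enzyme activity at or above 60%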;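 further: enzyme stimulated by 45 bp dsDNA with ATP and GTP substrates; cGAMP share of summed cGAMP plus half ATP and half GTP signals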
Target sequence (Q8C6L5 whole entry, looked up): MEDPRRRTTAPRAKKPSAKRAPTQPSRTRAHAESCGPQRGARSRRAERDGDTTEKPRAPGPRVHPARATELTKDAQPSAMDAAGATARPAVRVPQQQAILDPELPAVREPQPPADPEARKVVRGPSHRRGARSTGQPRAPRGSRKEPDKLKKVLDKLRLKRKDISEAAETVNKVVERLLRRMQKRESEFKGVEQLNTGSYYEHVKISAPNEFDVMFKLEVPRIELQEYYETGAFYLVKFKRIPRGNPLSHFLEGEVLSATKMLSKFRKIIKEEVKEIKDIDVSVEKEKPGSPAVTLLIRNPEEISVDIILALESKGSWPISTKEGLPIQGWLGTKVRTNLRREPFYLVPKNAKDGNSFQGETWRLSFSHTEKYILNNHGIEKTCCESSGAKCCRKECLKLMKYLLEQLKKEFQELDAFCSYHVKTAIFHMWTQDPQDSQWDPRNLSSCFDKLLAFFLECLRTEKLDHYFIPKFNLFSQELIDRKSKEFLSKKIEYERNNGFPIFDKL
* = called active by the depositor.

SMILES	mcGAS MS inh
COc1ccc(OC)c(CCNC(=O)/C=C/c2cnc(C)s2)c1	0.8
Cn1c(Cl)nc(Cl)c1CNCc1ccc(F)cc1	-14.4
O=C(NCc1ccc(Cl)cc1Cl)C1CSCCS1 (stereo not given)	-0.8
CN(Cc1ccc(-n2cccn2)cc1)Cc1ncc[nH]1	-27.6
N#CCCN(CC1CC1)S(=O)(=O)/C=C/c1ccccc1	6.9
CN(CC1CC(=O)N(C2CCCC2)C1)c1cc(N2CCOCC2)nc(N)n1 (stereo not given)	-13.4
O=C(O)[C@H](O)[C@@H](O)[C@H](O[C@@H]1O[C@H](CO)[C@H](O)[C@H](O)[C@H]1O)[C@H](O)CO	-2.4
CC(Cn1ccnc1)NCC1(N2CCCCC2)CCCCC1 (stereo not given)	-15.2
O=C(CSc1nnc(NC2CC2)s1)NCC(F)(F)F	-4.4
CC1=C(C(=O)NC(C)c2cnc(N3CCCCCCC3)nc2C)OCCO1 (stereo not given)	-6.2
Cc1cccc(C(C(=O)NCc2nnc3n2CCC3)N(C)C)c1 (stereo not given)	-12.2
CC(C)c1ccc(C2=CSC3=NS(=O)(=O)CCN23)c(C(C)C)c1	-4.1

(listing goes on)
SMILES	mcGAS MS inh
CCCn1ncc(CN2CCC(n3nccc3NC(=O)CCc3ccccc3)CC2)c1C	-4.0
O=C(NCCn1nc(-c2ccccc2)ccc1=O)C1CCC(=O)N(C2CC2)C1 (stereo not given)	0.2
Cc1ccc(-n2ncc3c(=O)n(NC(=O)c4ccc(C(F)(F)F)cc4)cnc32)cc1	-3.2
CN1C2CCCC1CC(NC(=O)C1(c3ccccc3)CCOCC1)C2 (stereo not given)	-4.9
COc1cc(OC)c(NS(=O)(=O)c2ccc(F)cc2[N+](=O)[O-])cc1Cl	1.3
O=C(NCc1csc(N2CCOCC2)n1)c1cnn2c1CCCC2	-14.0
NC(=O)c1ccc(C(=O)N=c2sccn2Cc2ccccc2)cc1	-7.9
Cc1ccc(CN(C)C(=O)c2cn(C3CCCCC3)nn2)o1	-11.9
CCCNC(=O)NC(=O)CNc1cccc(F)c1	2.6
CCc1cc2c(=O)[nH]c(-c3ccc(S(=O)(=O)N(C)C)cc3)nc2s1	-19.2
CNC1CCN(c2cccnn2)CC1	-5.0
CC(C)(C)NC(=O)CS(=O)Cc1cc(-c2ccccc2)no1 (stereo not given)	-13.9

Additional entries
SMILES	mcGAS MS inh
COc1ccc(/C=N\N(C)c2cc(C)nc(-c3ccccc3O)n2)cc1OC	-23.3
O=C(c1ccccc1C(F)(F)F)N1CCN(CC(O)COCc2cccs2)CC1 (stereo not given)	0.4
COc1cc(C=C2N=C(c3ccc(Br)cc3)OC2=O)ccc1OC(F)F	-8.5
O=C(O)C1=CC2C(C=C1)N=C1CCCN12 (stereo not given)	-0.2
CC(=O)c1c[nH]c(C(=O)OCC(=O)Nc2ccccc2)c1	-3.2
Cc1cc(C)nc(Cn2nc(C3CCNCC3)n(Cc3ccccc3)c2=O)n1	-8.0
COc1ccc(Cl)cc1CN1C(=O)NC(C)(Cc2ccc3c(c2)OCO3)C1=O (stereo not given)	6.0
O=c1[nH]cnc2c1cnn2-c1ccc(F)cc1	-6.1
O=c1cc(CSc2nc3ccccc3c(=O)[nH]2)c2c(ccc3ccccc32)o1	-14.2
O=C(c1cccc(O)c1)N1CCN(Cc2cn3ccsc3n2)CC1	-14.4
Cc1cccnc1CN1CCN(Cc2c(C)nn(CCO)c2C)CC1	-24.6
CCc1nc(C)c(C(=O)N2CCC(O)(c3cccnc3)CC2)s1	-29.4

The listing continues.
SMILES	mcGAS MS inh
CC(Cn1cncn1)NC(=O)c1cn(C)nc1-c1ccccc1Cl (stereo not given)	-9.8
CCOC(=O)C1(Cc2ccccc2)CCCN(CCCn2cccn2)C1 (stereo not given)	1.2
COc1ccc(CCN2C(=O)CC(N3CCC(C(N)=O)CC3)C2=O)cc1OC (stereo not given)	2.7
CCCn1c(=O)c2c(nc3n2CC(C)=NN3Cc2ccc(Cl)cc2)n(C)c1=O	0.8
COc1cccc(CC2(CO)CCCN(Cc3cc4ccccc4s3)C2)c1 (stereo not given)	-2.5
O=C(O)c1cnc(/C=C/c2cc(Cl)c3c(c2)OCCCO3)s1	10.4
COc1cc(CC(=O)NC(C)c2ccc(S(C)(=O)=O)cc2)ccc1C (stereo not given)	-10.3
CC(NC(=O)Nc1ccccc1S(C)(=O)=O)C(=O)NC(C)(C)C (stereo not given)	-5.9
N#Cc1cnc2c(F)cc(F)cc2c1N1CCCN(C(N)=O)CC1	-4.6
CC1(C)CC(=O)C2=C(C1)N1CCCCC1CC2=O (stereo not given)	0.0
O=C(C1CCN(C2CCN(Cc3ccccc3O)CC2)CC1)N1CCOCC1	-8.0
Cc1coc2c(I)c3oc(=O)cc(C)c3cc12	-10.0

(list continues)
SMILES	mcGAS MS inh
Cc1cc(C(=O)N/N=C2\CCc3c(O)cccc32)c2ccccc2n1	-2.2
COc1ccc(-c2c(C)noc2-c2ccc(OC)cc2O)cc1	-6.0
Cc1nc(-c2ccccc2)sc1CNCc1cn[nH]c1C	-6.4
COCCN1C(=O)/C(=C/c2ccc(C(C)C)cc2)SC1=S	-4.1
CN(Cc1ccsc1)C(=O)Cn1cc(Br)ccc1=O	-2.8
Cc1noc(C)c1C(=O)N1CCC1(C)C(=O)NS(=O)(=O)c1cccc(F)c1 (stereo not given)	-7.6
Cn1nc(C2CC(=O)Nc3n[nH]c(C4CCC4)c32)c2c(Cl)cccc21 (stereo not given)	-13.2
O=C(NCc1cccnc1)C1CCN(C2CCN(Cc3cc4ccccc4o3)CC2)CC1	-5.4
COCCn1cc(NC(=O)Nc2cccc(F)c2)c2ccccc21	-4.3
COc1ccc2c(Cc3nc(C(C)OC)no3)coc2c1 (stereo not given)	-10.3
CCc1c(C)nn(CC(=O)N2CCCN(C)C3(CCN(C)CC3)C2)c1C	-4.8
CN(Cc1nc(N)nc(N(C)C)n1)CC1CCCO1 (stereo not given)	-7.9

Next records follow:
SMILES	mcGAS MS inh
CCOc1ccccc1-c1noc(Cn2c(=O)c(C#N)cn(CC)c2=O)n1	-4.5
CC(C(=O)Nc1ccccc1Cl)N1CCSC2(CCCCC2)C1 (stereo not given)	-11.0
O=C(Nc1nc(C(=O)N2CCN(c3ncccn3)CC2)co1)c1ccccc1	-6.4
O=C(c1ccc(C2CCCO2)s1)N1CCC(O)(CO)CC1 (stereo not given)	-5.1
Cc1ccn2c(=O)cc(CNCC(c3ccc(F)cc3)N3CCOCC3)nc2c1 (stereo not given)	1.0
COC(=O)c1[nH]ncc1CN1CCN(S(=O)(=O)c2ccccc2)CC1	-6.1
CC1CCCCN1C(=O)c1ccc(Cl)c([N+](=O)[O-])c1 (stereo not given)	-1.7
O=C1c2cccc3cccc(c23)C(=O)N1Cc1ccccc1	-0.9
Cc1nc(COc2ccc(F)cc2)sc1C(=O)O	4.4
CCC(C)N1CCC(N2CCC(C(=O)NCc3cccnc3)CC2)CC1 (stereo not given)	-13.8
Cc1ncsc1CCNC(=O)c1ccc2oc(-c3cccc(F)c3)nc2c1	-14.6
CC(N)=C(C#N)C(=O)CSc1nc(C)cs1	-10.1

Continuation.
SMILES	mcGAS MS inh
O=C(O)c1ccccc1C(=O)N1C(=O)C(=Nc2ccccc2[N+](=O)[O-])c2ccccc21	-5.9
CCNCC(O)COCc1ccc(OC)c(OC)c1 (stereo not given)	-0.8
O=C(NC1CCN(CC(O)COCC2CCCO2)CC1)c1ccccc1 (stereo not given)	-11.9
CC(=O)Nc1cccc(-c2cc(N3CCOCC3)nc(N)n2)c1	1.1
CC(C)(C)C(=O)c1ccc(C(=O)C(C)(C)C)s1	-5.8
O=C(c1nc(C2CC2)n(-c2ccccc2)n1)N1CCOc2ccccc21	5.0
Cc1sc2ncn(CCOc3ccc(S(=O)(=O)N(C)C)cc3)c(=O)c2c1C	-7.0
O=C(CCC1CCCN(C(=O)CN2CCCC2=O)C1)Nc1ccc(C(F)(F)F)cc1 (stereo not given)	-9.0
Cc1cccn(CC(=O)N2CCN(C(=O)C3CC3)CC2)c1=O	-4.4
Cc1cc(=O)[nH]c(N=C(NC(=O)c2ccccc2)Nc2ccccc2)n1	-6.8
O=C(CCn1c(=O)oc2ccc(Cl)cc21)NCCCN1CCCC1=O	-5.7
COCc1c(C(=O)N2[C@@H]3CC[C@H]2CN(C)C(=O)C3)noc1C	-13.4

(further entries)
SMILES	mcGAS MS inh
CSc1ccc(NC(=O)c2ccc(S(N)(=O)=O)cc2)cc1	3.4
COC(=O)C1CCCCN1 (stereo not given)	-3.5
C=CCn1c(=O)c2c(nc3n(-c4cc(Cl)ccc4OC)c(C)cn23)n(C)c1=O	-7.0
O=[N+]([O-])c1ccc2c(c1)N(S(=O)(=O)c1cc(C(F)(F)F)ccc1Cl)CC2	-1.4
OC(Cc1nc2ccccc2n1C(F)F)c1cccs1 (stereo not given)	22.4
c1ccc2c(c1)nc1n2CN(CCN2CCOCC2)CN1	1.9
Cn1c(C(F)(F)F)nc2ccccc21	-28.7
CC(C)N1CCN(C(=O)CCN2CC(C(=O)O)CC2=O)CC1 (stereo not given)	-9.7
CCOc1ccc(NC(=O)c2c(C)noc2C(C)C)cc1	-0.4
CCC(=O)C1=C(c2ccc(OC)cc2)N(C(=O)CC)n2c(Cc3ccc(OC)cc3)nnc2S1	-6.9
CC(C)(C)C(=O)NCc1cccnc1N1CCc2ccccc2C1	-16.6
COC(=O)c1ccc(CN2CCC(CCC(=O)Nc3cccc(OC)c3)CC2)cc1	-2.8

The list continues:
SMILES	mcGAS MS inh
O=C(CSCC(=O)c1ccccc1)NCC1CCCCO1 (stereo not given)	-0.8
CC1(C)c2sc(=O)[nH]c2SC2C3CCC(C3)C21 (stereo not given)	-5.5
CCCOc1ccc(C=O)c(O)c1	-4.2
Cc1nc2ccccc2nc1N1CCN(S(=O)(=O)c2ccc(Cl)c([N+](=O)[O-])c2)CC1	-5.1
C=C(Cl)CN(CC(=O)NCC1CCOC1)C1CCc2ccccc21 (stereo not given)	9.3
O=C(O)CNC(=O)CC12CC3CC(CC(C3)C1)C2	-1.3
Cc1ccc(Nc2nnc(Cc3ccccc3)c(=O)[nH]2)cc1C	-3.2
CC(C)CCn1c(N(C)Cc2ccccc2)nc2c1c(=O)n(C)c(=O)n2C	-4.3
Cc1nn(-c2nc3ccccc3[nH]2)c2c1C(=O)CC(c1ccco1)C2 (stereo not given)	-1.9
COc1cc(-c2cc3ccccn3c2)cc(OC)c1OC	-6.8
CNC(=O)Cn1cc(NC(=O)/C=C(/C)CCc2ccccc2)cn1	12.5
O=C(CCc1cccnc1)N1CCOC(COc2cccc(C(F)(F)F)c2)C1 (stereo not given)	-1.8

Later entries.
SMILES	mcGAS MS inh
CCN(CC)C(C)CNS(=O)(=O)c1cc(Cl)cc(Cl)c1 (stereo not given)	3.9
CNC(=O)C1CCN(C(=O)Cc2ccccc2F)CC1	-4.8
O=C1C(=Cc2c3ccccc3cc3ccccc23)N=C2CCCCCN12	-1.8
Cc1nonc1C1CCCN1Cc1ccc(C(=O)Nc2c(C)noc2C)cc1 (stereo not given)	-4.6
COC(=O)c1ccc(CN2C(=O)C(Cc3ccccc3)ON=C2c2cccc(F)c2)o1 (stereo not given)	-8.1
COc1ccccc1-n1cc(-c2ccccc2)c2c(SC)ncnc21	-6.4
COC(=O)C(N)CC(C)C (stereo not given)	-7.6
Cc1nn(C)c(C)c1NC(=O)c1ccnn1C	8.7
Fc1ccc(-c2nc3ccccc3n2-c2cc(-c3ccccc3)[nH]n2)cc1	-28.8
CC(=O)c1c(C)[nH]c(C(=O)COC(=O)c2cccn2C)c1C	-12.1
CCCCn1nc(C(=O)O)ccc1=O	-0.9
O=C(Nc1nccs1)C1CC=CCC1 (stereo not given)	-3.9

Remaining list, next part
SMILES	mcGAS MS inh
CNC(=O)c1nnc2n1C(c1ccccc1)CN(C(=O)c1ccc(C)cc1C)C2 (stereo not given)	-10.8
O=C(O)CCC(=O)NNC(=O)c1ccncc1	-2.6
COc1ccc(CC(=O)N(C)CC2CCCCO2)cc1 (stereo not given)	-14.9
CC(C)(C)CC(=O)N1CCCCC1c1ncc(-c2cccc(F)c2)[nH]1 (stereo not given)	-5.7
Cc1nn(C(F)F)c(C)c1CC(=O)N1CCCCC1C(=O)O (stereo not given)	-12.1
Cc1ccc2cccc(OCCNS(=O)(=O)NCc3ccccc3)c2n1	2.0
COC(=O)c1cccc(CN2C(=O)CON=C2c2ncccc2C)c1	-7.6
CC1Cc2cc(-c3cc(CNC(=O)c4ccccc4Cl)no3)ccc2O1 (stereo not given)	-1.1
CCCCNC(=O)N1CC(C(=O)N2CCSCC2)CCC1c1ccc(F)cc1 (stereo not given)	-8.1
CO[C@H]1CN(C(=O)C2(c3ccc(Cl)cc3)CCC2)CC[C@H]1N	-11.6
CNc1cc(C(=O)Nc2nc(COC)cs2)c2ccccc2n1	4.2
CCn1cnnc1CNC(=O)N1CCN(C)CC1c1ccccc1 (stereo not given)	0.9

Exported as labelled records: 4 of the compounds above
SMILES: CCCCNC(=O)N1CC(C(=O)N2CCSCC2)CCC1c1ccc(F)cc1 (stereo not given)
  mcGAS MS inh: -8.1

SMILES: O=C(O)CCC(=O)NNC(=O)c1ccncc1
  mcGAS MS inh: -2.6

SMILES: CNc1cc(C(=O)Nc2nc(COC)cs2)c2ccccc2n1
  mcGAS MS inh: 4.2

SMILES: CNC(=O)c1nnc2n1C(c1ccccc1)CN(C(=O)c1ccc(C)cc1C)C2 (stereo not given)
  mcGAS MS inh: -10.8

Continuation:
SMILES	mcGAS MS inh
Fc1ccc(OCc2noc(-c3cccs3)n2)c(Br)c1	3.0
CC(=O)NCCn1cnc(-c2ccccc2)c1-c1cccn1-c1cccnc1	-4.0
Cc1cccc(NC2CCN(CCCOCC(F)(F)F)CC2)n1	-10.2
CC(C)n1ccnc1CN1CCC(c2[nH]ncc2-c2cccc(F)c2)CC1	-14.0
COc1ccc(C(=O)N2CCOCC2)cc1NC(=O)C1CC2CCC1C2 (stereo not given)	-10.1
CC(C)C(NC(=O)c1ccc(Br)cc1)C(=O)NC1CCCC1 (stereo not given)	0.4

Screening results (PubChem BioAssay)

The list is partial; the hit share may differ from the screen's.
